12-LOX inh: ALOX12 (human) lipoxygenase inhibition. P18054. purified 12hLO, xylenol orange hydroperoxide absorbance. Potency, µM (titrated, usually from 108 µM), for the others: at the top dose activity change, negative = inhibition, actives largely listed as inhibitors. actives 1.1% (n = 580,000). AID 1671190; active = well fitted inhibition curve with a large enough effect; inconclusive = small, poorly fitted or top-dose-only effect, or another doubt; inactive = no such curve, though single readings can be large or run the other way
Target sequence (P18054 whole entry, looked up): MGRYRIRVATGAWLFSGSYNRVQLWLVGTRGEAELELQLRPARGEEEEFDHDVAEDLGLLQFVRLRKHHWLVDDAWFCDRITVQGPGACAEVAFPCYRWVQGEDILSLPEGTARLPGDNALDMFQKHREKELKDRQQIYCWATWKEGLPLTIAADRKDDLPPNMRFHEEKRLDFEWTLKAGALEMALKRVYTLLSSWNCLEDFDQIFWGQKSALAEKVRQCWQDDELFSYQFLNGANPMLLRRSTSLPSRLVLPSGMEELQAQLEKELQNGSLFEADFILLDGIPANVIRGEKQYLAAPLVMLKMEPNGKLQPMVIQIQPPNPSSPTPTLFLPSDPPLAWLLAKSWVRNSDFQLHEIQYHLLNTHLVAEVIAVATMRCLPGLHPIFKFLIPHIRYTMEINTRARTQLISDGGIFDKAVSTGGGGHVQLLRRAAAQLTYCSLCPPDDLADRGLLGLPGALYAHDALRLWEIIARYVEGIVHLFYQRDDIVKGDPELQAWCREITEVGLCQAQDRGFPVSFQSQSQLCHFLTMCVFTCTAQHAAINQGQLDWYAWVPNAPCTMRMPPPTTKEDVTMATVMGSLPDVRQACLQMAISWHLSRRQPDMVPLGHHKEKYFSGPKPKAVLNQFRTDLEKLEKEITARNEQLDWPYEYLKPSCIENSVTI
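Purified human 12hLO at 150 nM in 25 mM Hepes, 0.01% Triton X-100, pH 7.0, preincubated 15 min at room temperature with compound. Reaction started with 40 uM arachidonic acid, 30 min at room temperature. Hydroperoxide measured by Fe-xylenol orange, 573/405 nm absorbance ratio.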
* hit, by the source's call; ? = inconclusive; [ ] = dose if it differs, or a comment. % is set by controls: 0 for no effect and ±100 for the full control effect; potency is the fitted concentration of half-maximal effect.

SMILES | 12-LOX inh
Cc1cn2nc(C(=O)N3CCC(NC(=O)COc4ccc(F)cc4)CC3)cc2c(=O)[nH]1 | 36%
O=C(COc1ccc(-c2nnc3n2CCCC3)cc1)Nc1cccc(Br)c1 | 17%
COCC[C@]1(O)CCN(C(=O)Nc2cccc(SC)c2)C[C@H]1C | 8%
N#Cc1ccc(OCC2CN(Cc3cccc(C(F)(F)F)c3)C(=O)c3c(ccnc3-c3ccc(OCC(=O)O)cc3)O2)cc1 (stereo unspecified) | 6%
CCN(Cc1noc(C2CCC2)n1)C(=O)c1cc(C(C)C)n2ncnc2n1 | 43%[activator]
CC(=O)N1Cc2ccccc2OC2(CCN(C(=O)c3ccc(Cl)cc3)CC2)C1 | 4%[6.33 µM]
O=C(c1ccc2c(c1)OCO2)N1CCC(n2cc(-c3nc(-c4ccccc4)no3)nn2)CC1 | -12%
CCCCn1c(=O)[nH]c2cccnc21 | 40%[activator][176 µM]
O=C1NCc2ccccc2CC12CCN(Cc1cc(F)ccc1F)C2 (stereo unspecified) | ?
c1ccc([C@@H]2CN(Cc3cccnc3)C[C@H]2COc2ccncc2)nc1 | 35%[activator]
Cc1noc(-c2ccco2)c1C(=O)NCc1cccc(Cl)c1 | 67%[activator]
O=C(C1CC(=O)N(c2n[nH]c3cccc(F)c23)C1)N1CCCC1 (stereo unspecified) | 32%[activator]
O=C(c1cc(COc2ccccc2F)[nH]n1)N1CCCC(CN2CCOCC2)C1 (stereo unspecified) | 40%
CN(C)CCNC(=O)C[C@@H]1c2nc(NC(=O)c3ccco3)sc2C[C@@H]2[C@](C)(CO)[C@H](O)CC[C@]21C | 7%
CC(=O)NCCNC(=O)c1ccc(CSc2nc3ccccc3s2)cc1 | 1%
Fc1cccc(-c2cc3cnc(Nc4cccc(C(F)(F)F)c4)cc3[nH]2)c1 | ?
CN(C)c1nccnc1OC1CCN(C(=O)c2ccoc2)C1 (stereo unspecified) | 43%
COc1ccc(CN2CC[C@H](c3nnc(-c4ccccc4)o3)C2)cc1 | 18%[176 µM]
COc1ccc(CCCC(=O)N2CCC3(CCCNC3)C2)cc1 (stereo unspecified) | ?
COc1ccc(Cl)cc1-c1nc(C2CC(=O)N(C3CCCCC3)C2)no1 (stereo unspecified) | -2%
CC(=O)Nc1ccc(CC(=O)N2CCC(C)(c3noc(C)n3)CC2)cc1 | 36%
COC(=O)[C@H]1[C@H](CO)[C@H]2Cn3c(cccc3=O)[C@H]2N1Cc1ccccc1F | ?
CC(C)c1noc([C@@H]2C[C@H](NS(=O)(=O)c3ccccc3)CN2C)n1 | 10%[176 µM]
Cc1nnc(C2CCCCCN2[S+](=O)([O-])c2cc(F)ccc2C)o1 (stereo unspecified) | 30%
COc1ccc(CN2CCCCC23Cc2ccccc2CNC3=O)cc1OC (stereo unspecified) | ?

Continuation:
SMILES | 12-LOX inh
NC(=O)C1CCN([C@H]2[C@@H]3OC[C@@H](O3)[C@@H](N)[C@@H]2O)CC1 | 20%[176 µM]
O=C(Nc1ccc(N2CCC(NC3Cc4ccccc4C3)CC2)cc1)C1CCCC1 | 26%
CCNC(=O)N1CCCC(c2noc(COc3ccccc3F)n2)C1 (stereo unspecified) | 43%
Cc1cnc(C(=O)N2CCCCCC2c2nnc(-c3ccccc3)o2)cn1 (stereo unspecified) | 31%[activator]
O=C(c1ccc(C(F)(F)F)cc1)N1CCCC2(CC(c3cccc(C(F)(F)F)c3)=NO2)C1 (stereo unspecified) | 3%[6.33 µM]
O=S(=O)(Cc1ccccc1)N[C@H]1CO[C@H]2[C@@H]1OC[C@@H]2n1nnnc1Oc1ccc2c(c1)OCO2 | 4%
CCc1ccc(CNC(=O)C2(CC)CCCCC(=O)N2)cc1 (stereo unspecified) | 24%
COCC(=O)N(C1CCOCC1)C1CCN(C(=O)c2ccncc2)CC1 | 55%[activator]
COC(=O)[C@]12C[C@H](CC(=O)NCCCCc3ccccc3)C(=O)N(Cc3ccccc3)C1=C[C@H](C(C)C)O[C@@H]2C1CC1 | -20%
CCN1c2cc(C(=O)Nc3cc(OC)c(OC)c(OC)c3)ccc2C(=O)N2CCCC21 (stereo unspecified) | 26%
c1ccc([C@@H]2CNC[C@H]2COCC2CC2)nc1 | 0%
Cc1ccc(C2Cn3nnc(-c4noc(-c5ccccc5C)n4)c3CO2)cc1 (stereo unspecified) | 10%
COc1cc2c(c3c1c(=O)c1ccccc1n3C)C=CC(C)(C)O2 | 13%
Cc1cc(C(F)(F)F)n(CC(C)Cn2cc(-c3cncnc3)nn2)n1 (stereo unspecified) | -2%
Cc1noc(C)c1CN1CCCC(N)C1 (stereo unspecified) | 51%[activator]
CC(C)N1CC2(C1)C(=O)N(Cc1cccc(Cl)c1)C(=O)[C@@H]1C[C@@H](O)CN12 | ?
O=C(c1ccc(F)cc1Cl)N1CCC(c2n[nH]c(=O)n2-c2ccccc2)CC1 | -23%
Cc1nc2cccnc2n1CC1CCCN(S(=O)(=O)c2ccc(CC(C)C)cc2)C1 (stereo unspecified) | 53%[activator]
CC(C)NC(=O)N1CCC[C@@H](O)[C@H](NC(=O)c2ccc(OCC(N)=O)cc2)C1 | 11%[176 µM]
Cc1ccc(C2NC(=O)c3n[nH]c(C)c32)cc1 (stereo unspecified) | ?
C[C@]1(CO)[C@H]2Cc3sc(NC(=O)c4ccc(F)cc4)nc3[C@@H](CC(=O)NCc3ccccc3)[C@]2(C)CC[C@H]1O | 59%[activator]
COc1ccc(-n2nc(C)c(CCC(=O)NCC(C)C)c2Oc2ccccc2)cc1 | 12%
COc1cccc(C(=O)N2CCC3(CC2)NC(=O)N(c2ccc(F)cc2)N3)c1OC | 4µM*
CC(C)(C)NC(=O)N1CCC(C2CCNC2)CC1 (stereo unspecified) | 18%
Cc1ccc(NC(=O)N2CCCC(c3noc(COc4ccccc4F)n3)C2)c(C)c1 (stereo unspecified) | ?

Remaining list, next part
SMILES | 12-LOX inh
CCOC(=O)CCCOc1cccn2c(=O)c(-c3cc(C)n(-c4cccc(C)c4)n3)c(C)nc12 | 33%[activator]
Cc1noc(-c2ccc(OC(F)(F)F)cc2)c1C(=O)NCCc1ccc(F)cc1 | 58%
CCCc1cnc(C)nc1NCC1CNCCOC1 (stereo unspecified) | 0%
CC(C)CN1CC2(CCN(C(=O)c3ccc(-n4cnnc4)cc3)CC2)CC1=O | -1%
Cn1cnnc1CC1CCN(C(=O)C2CCCC2)C1 (stereo unspecified) | 40%[activator]
Cc1noc(C)c1S(=O)(=O)NC1CCc2nn(CC3CC3)c(=O)n2CC1 (stereo unspecified) | 12%
CCn1cc(CN(C)CC2(O)CCCN(Cc3ccc(C(C)C)cc3)C2=O)cn1 (stereo unspecified) | 29%
CC(C)C[C@@H](NC(=O)[C@@]1(O)C[C@@H](O)[C@H](O)[C@@H](NC(=O)c2cccnc2)C1)C(N)=O | ?
NS(=O)(=O)c1ccc(F)c(C(=O)NCc2noc(-c3ccco3)n2)c1 | -7%
CN1Cc2cccn2CC1CNC(=O)C1(S(=O)(=O)c2ccc(Cl)cc2)CC1 (stereo unspecified) | 195%[activator]
O=C(O)C[C@@H]1CCN(Cc2ccccc2O)C[C@@H]1CCN1C[C@@H]2C[C@H](C1)c1cccc(=O)n1C2 | 0%
Cc1cccc(-c2noc(CCC(=O)N3CCC(C)(c4noc(-c5ccncc5)n4)CC3)n2)c1 | 23%
Cc1noc(C)c1-c1cc(-c2ccccc2F)cn2cncc12 | 1%[176 µM]
CC(NC(=O)Cc1ccc(N(Cc2cccc(F)c2)C(=O)c2ccco2)cc1)c1ccccc1 (stereo unspecified) | 0%
CC(C)CCNC(=O)Cn1nc2c(cc1=O)CCCC2 | -6%
O=C1Nc2ccccc2CC12CCCN2CC1CC1 (stereo unspecified) | -2%[12.5 µM]
O=C(COc1ccc(-c2nnc3n2CCCC3)cc1)NCc1ccc2c(c1)OCO2 | 17%
COc1ncccc1-c1cc(C(=O)N(C)CCN(C)C)c2c(c1)ncn2C | 21%[176 µM]
CN1OC(C)(CC(=O)Nc2ccccc2F)N=C1c1cc(F)ccc1F (stereo unspecified) | -14%
O=C(NCc1ccccc1)c1ccc(N2CC3CC(C2)[C@H]2CCCC(=O)N2C3)nc1 (stereo partly specified) | 22%
Cc1noc(C)c1C(=O)N1CCc2nn(C)c(=O)n2CC1 | 51%[activator]
Cc1ccc(O[C@H]2COCC[C@H]2NC(=O)CCc2nc3ccccc3[nH]2)cn1 | 10%
COc1ccccc1C(=O)NCc1nnc2n1C(C(=O)O)CC2 (stereo unspecified) | -11%[6.33 µM]
CN(Cc1nc2c(s1)CCCC2)C(=O)CN1C(=O)CSc2ccccc21 | 34%[activator]
O=C1NCCCCCCN(C(=O)c2ccsc2)[C@H]2C[C@H](c3nc(-c4cnccn4)no3)C[C@@H]12 | 44%[activator]

(continued)
SMILES | 12-LOX inh
COC[C@@H]1CN(S(=O)(=O)c2ccc(C)cc2)C[C@H]1c1nc(C)no1 | 32%[activator]
Cc1ccc(C2Cn3nnc(-c4noc(-c5ccc6c(c5)OCO6)n4)c3CO2)cc1 (stereo unspecified) | 2%
COc1ccc(N2CC(C(=O)N3CCC(C(=O)NCc4cccc(Cl)c4)C3)NC2=O)cc1 (stereo unspecified) | 50%[activator]
Cc1nn(C)c2nc(NCCCC3CCOC3)sc12 (stereo unspecified) | 19%
Cc1c2cnn(CC(=O)N3CCOCC3)c(=O)c2c(C)n1Cc1ccc(F)cc1 | 40%
Cc1ccc(C(=O)N2CCn3c(nn(-c4ccc(Cl)cc4)c3=O)C2)cc1 | 6%[6.33 µM]
Nc1nnnn1CC(=O)N1CCC2(CCC(=O)N(CC3CCCO3)C2)CC1 (stereo unspecified) | 0%
CCCN(CC1CCOC1)C(=O)Nc1cc(Cl)ccc1OC (stereo unspecified) | 2%
C[C@H](N)C(=O)N1CCC(n2nccc2NC(=O)Nc2ccccc2Cl)CC1 | ?
CN1C[C@H](O)C[C@H]1c1nnc2n1CCN(Cc1ccc3c(c1)CCO3)C2 | 57%[activator]
COc1ccc(C(=O)N2CCC3(CC2)NC(=O)N(c2ccccc2)N3)cc1OC | ?
CCc1noc(-c2cn(C3CCN(C(=O)Cc4cccc(C)c4)CC3)nn2)n1 | -4%
Cn1cc(CCOCc2ccccc2)c2ccccc21 | 0%
COCC(=O)N1CCCC(C(=O)NCc2nncn2C2CCCCC2)C1 (stereo unspecified) | -6%
COc1ccc(OC)c(CNC(=O)C2CCCCC(=O)N2)c1 (stereo unspecified) | 12%
CN(C)C1CCCN(C(=O)c2ccc(CN3CCCC3)o2)CC1 (stereo unspecified) | 6%
O=C(c1ccoc1)N1CC(F)(F)C[C@H]1c1nc(-c2ncccn2)no1 | 40%[activator]
O=C1NC2(CCN(C(=O)c3ccc(F)cc3)CC2)COc2ccccc21 | ?
O=C([C@@H]1C[C@H](Oc2ccccc2)CN1S(=O)(=O)c1cccnc1)N1CCOCC1 | 62%[activator]
O=C(NC1CC(c2cc(NCCO)ncn2)C1)c1cc2ccccc2[nH]1 (stereo unspecified) | 19%
CN(C)CC1(O)CCC2(CCN(C(=O)c3cccc(F)c3)CC2)CC1 | 25%
CN(C)c1cc(N2CCCC(NC(=O)c3cccs3)C2)ncn1 (stereo unspecified) | 30%
COCC1CN(C(=O)c2ccc(C#N)cc2)CC12CCOCC2 (stereo unspecified) | 5%
CN(c1ccc(NC(=O)Cc2cn(C)c3ccccc23)cc1)c1ccccn1 | -2%
CC1CCN(C(=O)CCNc2c(-c3ccc(F)cc3)nc3cnccn23)CC1 | -18%
CN1CCN(C(=O)N2CCCCC2)CC12CCC(=O)N(CC(=O)O)CC2 (stereo unspecified) | 24%
O=C(N[C@@H]1CN(c2ncccn2)C[C@H]1CO)c1ccco1 | 3%
O=C(Nc1ccc(Cl)cc1)c1csc(C(O)c2cccc(OC(F)(F)F)c2)n1 (stereo unspecified) | 14µM*
Cc1ccncc1C(=O)N[C@@H]1CN(Cc2ccccc2)C[C@H]1CN(C)C | 25%
Cc1nc(-c2ccccc2)n(Cc2cc(=O)n3ccccc3n2)c(=O)c1CCO | 6%

Source: PubChem BioAssay (National Center for Advancing Translational Sciences (NCATS))

These rows are one share of the data; the hit share may differ from the screen's.
